Compound activity as filed in PubChem.
DAGLB inhibitor – blocks human DAGLB lipase activity; Q8NCG7; HEK293T DAGLB membrane lysate, EnzChek fluorogenic substrate; inhibition, % at 5.17 µM; 340,000 compounds, 0.059% hits; in the data active means inhibition above about 34%;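 further: 0% = enzyme with vehicle and 100% = wells lacking enzyme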
HTR5A inv ag – HTR5A inverse agonism, opioid heterodimer counter-screen; P47898; HTR5A cell line, luminescence; inhibition, % at 9.3 µM; 340,000 compounds, 0.083% hits; in the data active means inhibition mostly above about 23%, no sharp cut-off; inactive means mostly below about 18%;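 further: 0% = cells with DMSO and 100% = no-cell wells with DMSO; some compounds called inactive have numbers as strong as hits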
Target sequence (P47898 whole entry, looked up): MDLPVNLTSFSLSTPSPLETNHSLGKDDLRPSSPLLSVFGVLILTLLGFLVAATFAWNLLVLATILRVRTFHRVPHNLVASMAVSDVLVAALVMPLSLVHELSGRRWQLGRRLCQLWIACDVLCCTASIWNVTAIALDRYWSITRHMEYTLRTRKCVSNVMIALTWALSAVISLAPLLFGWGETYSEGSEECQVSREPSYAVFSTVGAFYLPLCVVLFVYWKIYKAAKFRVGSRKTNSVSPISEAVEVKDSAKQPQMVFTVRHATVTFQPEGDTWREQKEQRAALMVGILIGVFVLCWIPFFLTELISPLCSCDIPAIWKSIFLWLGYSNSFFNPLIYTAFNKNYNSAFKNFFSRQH
HTR5A ag ctr – activates human HTR5A in OPRM1-OPRD1 agonist counter-screen. P47898. activation, % at 9.3 µM. HTR5A agonist assay, luminescence, cell-based. 340,000 compounds, 0.61% hits. AID 504692; in the data active means activation mostly above about 9.5%, no sharp cut-off; inactive means mostly below about 7.6%;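 further: 0% = cells with vehicle only and 100% = reference agonist; strong numbers were not always called active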
Tat export inh – inhibitors of E. coli Tat protein transport | E. coli MC4100 TorA-mCherry Tat export, fluorescence | inhibition, % at 10 µM | 340,000 compounds, 0.036% hits | AID 488895;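 active means mean replicate inhibition at least 50% and at least half of replicates individually reaching 50%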;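 further: exported cargo escapes ClpAP degradation while cytoplasmic cargo is degraded and loses fluorescence; 0% = median of neutral control wells and 100% = median of NaSCN control wells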
AddAB inh – less growth of phage-infected E. coli with AddAB; E. coli expressing H. pylori AddAB, absorbance growth; inhibition, % at 11.9 µM; 330,000 compounds, 0.29% hits; in the data active means inhibition above about 12%;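 further: 0% = vehicle wells of infected cells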
PKA-R1A act – PKA-R1A complex activation; P00514+P68181; PKA-R1A dissociation, Cy5-IP20 fluorescence polarization; scaled: DMSO 0%, 113 µM cGMP 100%; activation, % at 11.4 µM; 340,000 compounds, 0.083% hits;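 active means percent activation above the mean of all tested compounds plus 3 SD, cut at about 19% in these data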;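 further: higher means more PKAc released from R1A so a rise in polarization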
CDK5 p35 inh – blocks human CDK5/p35 kinase activity | Recombinant CDK5/p35, ADP-Glo luminescence, 60 min | inhibition, % at 10 µM | 330,000 compounds, 0.01% hits | AID 488839;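 active means highest replicate inhibition of at least 50% and at least 75% of replicates reaching 50%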;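 further: plate controls were DMSO neutral control for no effect and GW8510 at 10 µM for full effect; many of its hits are not listed in these tables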
Target sequence (Q00535 whole entry, looked up): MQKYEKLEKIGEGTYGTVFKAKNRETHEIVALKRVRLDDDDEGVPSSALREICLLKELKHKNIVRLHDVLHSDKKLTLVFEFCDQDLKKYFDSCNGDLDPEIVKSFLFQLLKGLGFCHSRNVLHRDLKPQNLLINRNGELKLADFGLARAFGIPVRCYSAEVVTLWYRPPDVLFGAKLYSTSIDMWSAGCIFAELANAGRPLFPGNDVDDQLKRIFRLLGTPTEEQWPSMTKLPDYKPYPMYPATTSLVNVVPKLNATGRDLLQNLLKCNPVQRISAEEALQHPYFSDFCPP
Target sequence (Q15078 whole entry, looked up): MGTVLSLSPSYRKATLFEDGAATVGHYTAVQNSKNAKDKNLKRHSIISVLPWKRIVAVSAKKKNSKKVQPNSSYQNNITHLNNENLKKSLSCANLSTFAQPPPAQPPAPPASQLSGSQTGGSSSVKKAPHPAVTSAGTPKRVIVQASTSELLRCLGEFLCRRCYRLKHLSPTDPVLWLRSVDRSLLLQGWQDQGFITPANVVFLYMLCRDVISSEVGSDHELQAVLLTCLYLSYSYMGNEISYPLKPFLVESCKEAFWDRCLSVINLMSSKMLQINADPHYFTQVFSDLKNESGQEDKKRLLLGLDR
E coli growth – reduces bacterial viability in AddAB counter-screen. inhibition, % at 11.9 µM. 330,000 compounds, 0.27% hits. AID 449728. E. coli V3065 growth, OD600 absorbance, 18 h;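 active means inhibition above the campaign's mean inhibition across all tested compounds plus 3 SD, cut at about 9.9% in these data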;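 further: uninfected addAB+ strain grown without phage in ampicillin broth; 0% = DMSO wells and 100% = ciprofloxacin 0.95 µg/ml wells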
Mot1-301 SUMO – SUMOylation pathway inhibition by Mot1-301 growth rescue. AID 2716. S. cerevisiae Mot1-301 growth rescue, ATP luminescence, 38.5C; percent above DMSO median, 100 means doubled. growth rescue, % at 18.8 µM. 320,000 compounds, 1% hits;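 active means every valid replicate shows activation above 250% relative to neutral control wells; inactive means the rest, any valid replicate at or below 250%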;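 further: OY570 slx delta 5 strain wells were the positive control but not used for scaling; some compounds called inactive have numbers as strong as hits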
phage Ecoli inh – E. coli growth loss with phage present. growth absorbance. inhibition, % at 11.9 µM. 360,000 compounds, 0.26% hits; in the data active means inhibition above about 11%
PKA-R2B act – activates the human PKA-R2B holoenzyme complex; P22694+P31323; PKA-R2B holoenzyme dissociation, Cy5-IP20 fluorescence polarization; R2B truncated from residue 108, S112A mutant; 0% DMSO only, 100% 113 µM cGMP; activation, % at 11.4 µM; 340,000 compounds, 0.079% hits;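 active means activation above a cutoff set at the mean over all compounds plus 3 SD, cut at about 18% in these data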;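 further: higher means more holoenzyme dissociation and a rise in polarization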
Starred values were filed as active, the others as inactive; x = not tested or not shown. No enrichment for hits; about 2.3% have a hit in one of these screens.

SMILES	DAGLB inhibitor	HTR5A inv ag	HTR5A ag ctr	Tat export inh	AddAB inh	PKA-R1A act	CDK5 p35 inh	E coli growth	Mot1-301 SUMO	phage Ecoli inh	PKA-R2B act
CCOc1c2ccc(C(=O)N[C@H](C)C3CCCCC3)cc2nn1CC	0	-25	8	-3	0.4	-5	0.2	-1.1	-10	0.9	1
Nc1c(Cl)cc(Cl)cc1C(=O)OCC(=O)N1CCOCC1	3	-4	1	-3	2.8	-10	2.6	-0.9	-4	0.7	-5
CC[C@]1(C(=O)OC)[C@H]2C(=O)N(Cc3ccccc3)C(=O)[C@H]2[C@H]2CN=C(SCC3CC3)N21	-3	-18	5.3*	-2	0.9	-6	12	2.5	x	-1.8	-7
CSc1nccc(-c2nn(-c3ccc(C)cc3)ccc2=O)n1	1	2	-2	15	0.2	0	-0.3	0.1	7	-4.1	-11
CC(=O)c1ccc(OCCCC(=O)NCCc2ccccc2)cc1	0	20	0	0	0.6	-12	1.1	-1.3	8	0.9	-4
CC1CC(Nc2ccccc2N)=CC(=O)O1 (stereo unspecified)	0	13	-5	-4	1.3	-1	-2.0	0.4	x	1.6	8
CCOC(=O)c1cccc(NC(=O)c2ccc(NC(=O)C3CCCO3)cc2)c1 (stereo unspecified)	0	5	-2	-2	2.5	2	2.7	3.0	0	-0.3	4
CCOc1ccccc1C1C(C#N)=C(N)Oc2cc(C)n(Cc3ccccn3)c(=O)c21 (stereo unspecified)	1	13	2	-2	1.4	3	-2.2	-0.4	9	1.6	0
N#Cc1cccc(NS(=O)(=O)c2ccccc2Cl)c1	2	-12	3	-4	0.6	-10	-1.7	-0.3	24	2.8	-8
CCN(CC)CCn1c2c(c(SCC(=O)Nc3ccc(F)c(F)c3)nc1=O)CCC2	-1	2	-1	-7	0.2	-10	-1.6	-0.3	-17	3.3	-16
CCc1ccc(C)c(OC(=O)c2cncc(Br)c2)c1	-11	6	-2	-5	-0.2	-5	0.0	0.2	-21	0.0	7
NC(=O)CC1C(=O)N(c2ccc(Cl)cc2)C(=S)N1NC(=O)c1cccc(F)c1 (stereo unspecified)	1	-12	3	0	-2.9	-5	-1.3	-2.3	-25	0.1	5
Cc1ccc(NS(=O)(=O)c2ccccc2[N+](=O)[O-])cc1S(=O)(=O)N1CCCCC1	4	2	-1	-4	-2.5	9	2.9	-1.1	153	3.6	5
COC(=O)c1ccc(N2C(=O)CC(Sc3n[nH]c(C)n3)C2=O)cc1 (stereo unspecified)	-3	28	-12	-12	2.5	16	0.7	-0.7	148	1.1	4
O=C(Cn1c(=O)sc2ccccc21)Nc1nc2c(s1)CCCC2	-1	-27	1	-1	13*	11	0.7	6.2	27	6.4	3
CCOC(=O)CSc1nc2c(c(=O)[nH]c(=O)n2C)n1Cc1ccccc1	2	9	-3	3	-0.8	2	0.0	0.3	15	2.7	-6
O=C(NN=C1CCCC1)c1ccccc1[N+](=O)[O-]	2	-1	0	-5	1.9	-9	-0.3	-1.5	-11	0.4	-7
Cc1ccc(S(=O)(=O)N2CCCCC2)cc1NC(=O)CNc1ccccc1N1CCCC1=O	0	-1	1	-9	1.3	-18	-1.3	-2.4	8	0.1	-7
CN(C)C(=O)CCc1ccc2c3c([nH]c2c1)[C@]1(CCc2ccccc2)[C@@H](C(=O)N2CCCCC2)C[C@H](CC(=O)NCc2cccc(C(F)(F)F)c2)C(=O)N1CC3	0	-8	2	10	1.2	-7	0.0	-1.6	x	2.3	-3
CCCCN(C(=O)c1cc2ccccc2o1)c1c(N)n(CC(C)C)c(=O)[nH]c1=O	1	5	6	-10	2.1	-4	2.2	2.3	-4	2.3	-14
O=C(NCCCN1CCCC1=O)c1ccc([N+](=O)[O-])s1	-5	-16	6	-7	3.8	0	-0.6	3.8	-1	1.9	1
O=C(NC(=O)N1CCN(c2ccc([N+](=O)[O-])cn2)CC1)c1ccccc1F	x	x	x	-2	2.2	x	0.5	-0.7	9	-0.8	x
CCN(CC)S(=O)(=O)c1ccc(N2CCOCC2)c(NS(=O)(=O)c2ccc(C)c(C)c2)c1	-3	8	-3	5	3.9	5	-0.9	-1.0	-2	1.1	3
COc1ccccc1N1CCN(C2CCCN(C(=O)CCc3cnn(C)c3)C2)CC1 (stereo unspecified)	-2	-4	0	-7	-0.1	-6	-0.1	-2.1	19	-0.2	1
Cc1noc(C)c1NC(=O)N(C)C[C@H]1Oc2c(NC(=O)Nc3ccc4c(c3)OCO4)cccc2C(=O)N([C@H](C)CO)C[C@@H]1C	-1	5	0	-4	0.6	-1	0.9	-0.3	-2	1.1	-7
CC(O)CNCCOc1ccccc1-c1ccccc1 (stereo unspecified)	-1	-4	2	-1	1.1	5	1.0	1.2	129	-0.2	4
O=C1c2ccccc2C(=O)N1CCCCN(C(=O)c1ccc(Cl)s1)c1ccc(Cl)cc1	-5	-35	0	4	1.7	4	-1.0	0.3	4	1.2	6
O=C(NCCc1ccccc1F)C1CC(O)CN1C(=O)Nc1ccccc1 (stereo unspecified)	-3	6	-2	-4	x	-11	0.2	x	x	-1.0	-3
CCC(CC)NC(=O)Nc1cccc(C)c1C	2	-24	4	-1	2.7	-4	0.2	0.0	18	2.4	2
COc1ccc2oc(=Nc3ccc(C(=O)O)cc3)c(C(=O)NCc3ccco3)cc2c1	-1	-7	0	-13	2.4	-2	1.8	1.3	-2	0.5	-1
Cc1ccc(C2=NN(CCC#N)C(=O)CO2)cc1	-4	-8	2	2	-1.9	-6	0.6	-4.3	-7	1.5	3
COc1ccc(Nc2nc(NCc3ccco3)nc(N3CCOCC3)n2)cc1	1	-22	8	0	3.1	0	-1.0	3.3	123	2.6	-8
NS(=O)(=O)c1ccc(NNC(=O)c2ccccc2)cc1	x	x	x	-7	1.3	x	1.7	0.6	-18	1.9	x
CCCn1c(N)c(N(CCOC)C(=O)COC(=O)CSc2cc(C)c3ccccc3n2)c(=O)[nH]c1=O	1	-6	-3	-4	-0.5	8	0.2	2.5	3	3.1	-1
COc1ccccc1N1CCN(CC(=O)N2CCCC2)CC1	-2	-2	1	-13	-0.4	-5	-0.2	0.7	-5	-3.6	-2
COc1ccc(CCN(C)Cc2ccc(OC)c(OCc3ccccc3)c2)cc1OC	-2	-4	6	6	0.5	-3	1.8	-0.9	-3	x	-2
Cc1ccc(NC(=S)NNC(=O)c2c(Cl)c(C)nn2C)cc1	3	-10	4	0	0.6	-3	2.0	0.3	-10	2.3	1
CC(=O)N1c2ccc(S(=O)(=O)NC(CC(=O)O)c3ccc(Br)cc3)cc2CC1C (stereo unspecified)	2	-3	1	-4	0.6	-12	-0.9	0.4	4	0.9	-5
CC(C)OCCCNc1nc2c(c(=O)n(Cc3ccccc3F)c(=O)n2C)n1C	-1	8	-2	-4	-2.5	-9	0.6	-1.5	27	-2.1	-8
Cc1ccc2cccc(NC3OC(=O)c4ccccc43)c2n1 (stereo unspecified)	-1	4	8	4	0.2	7	x	-1.3	-21	0.9	7
Cc1ccc(NC(=O)CC(C)N2CCCC2)cc1 (stereo unspecified)	0	-18	-2	-5	1.8	0	-0.2	-0.5	-21	2.0	4
COc1cc2nc(CN(C)Cc3ccc(F)cc3)[nH]c(=O)c2cc1OC	-1	14	-5	-12	3.4	-5	-1.1	1.3	-1	2.1	-6
Cc1cc(C(=O)COC(=O)C2=COCCO2)c(C)n1-c1ccc2c(c1)OCO2	0	-1	-4	4	-1.2	-11	1.8	-1.0	7	-0.6	2
S=c1[nH]nc(-c2ccco2)n1/N=C/c1ccccc1Cl	-3	-8	2	-3	4.0	2	-0.9	-0.2	3	2.1	-6
COc1cccc(C(=O)Nc2cc(C)on2)c1OC	-2	2	11	4	-0.5	-5	-0.9	-3.7	-10	1.4	4

Reprinted from the part before: two compounds, followed by the next part.
SMILES	DAGLB inhibitor	HTR5A inv ag	HTR5A ag ctr	Tat export inh	AddAB inh	PKA-R1A act	CDK5 p35 inh	E coli growth	Mot1-301 SUMO	phage Ecoli inh	PKA-R2B act
S=c1[nH]nc(-c2ccco2)n1/N=C/c1ccccc1Cl	-3	-8	2	-3	4.0	2	-0.9	-0.2	3	2.1	-6
COc1cccc(C(=O)Nc2cc(C)on2)c1OC	-2	2	11	4	-0.5	-5	-0.9	-3.7	-10	1.4	4
Cn1cnnc1SCCCN1C(=O)c2cccc3cccc(c23)C1=O	4	-6	2	-5	0.3	-3	-0.2	-0.1	12	3.2	-2
Cc1oc(-c2ccccc2F)nc1CS(=O)CC(=O)NCc1ccc2c(c1)OCO2 (stereo unspecified)	3	-20	-3	9	1.3	0	-11	4.0	-3	3.1	3
Cc1ccc(-n2nnc3c(=O)n(CC(=O)NCc4ccccc4)cnc32)cc1	-1	-5	1	4	0.8	-9	-0.2	-1.6	-4	1.8	3
Cc1ccsc1/C=N/NC(=O)Cn1cnc2ccccc21	-1	x	x	-24	11	1	0.6	9.3	3	8.1	2
O=C(O)/C=C/C(=O)NC1CCCCCCCCCCC1	-2	-3	1	1	3.7	0	1.6	1.7	-6	3.1	3
CCCC(C)C(=O)Nc1ccc(S(=O)(=O)Nc2nccs2)cc1 (stereo unspecified)	-1	2	-11	3	4.7	-4	0.3	-0.2	-2	3.3	10
Cc1cccc(NC(=S)N(CCN(C)C)C(C)c2ccco2)c1 (stereo unspecified)	-2	-28	6	-10	2.5	-23	-3.1	-2.4	59	6.0	-15
Cc1ccc(NC(=O)COCC(=O)Nc2ccc(F)cc2)cc1	-5	5	-2	1	3.5	-2	-2.4	0.8	-1	1.3	-5

Grouped by structure: those above containing fluorine
SMILES	DAGLB inhibitor	HTR5A inv ag	HTR5A ag ctr	Tat export inh	AddAB inh	PKA-R1A act	CDK5 p35 inh	E coli growth	Mot1-301 SUMO	phage Ecoli inh	PKA-R2B act
CCN(CC)CCn1c2c(c(SCC(=O)Nc3ccc(F)c(F)c3)nc1=O)CCC2	-1	2	-1	-7	0.2	-10	-1.6	-0.3	-17	3.3	-16
NC(=O)CC1C(=O)N(c2ccc(Cl)cc2)C(=S)N1NC(=O)c1cccc(F)c1 (stereo unspecified)	1	-12	3	0	-2.9	-5	-1.3	-2.3	-25	0.1	5
CN(C)C(=O)CCc1ccc2c3c([nH]c2c1)[C@]1(CCc2ccccc2)[C@@H](C(=O)N2CCCCC2)C[C@H](CC(=O)NCc2cccc(C(F)(F)F)c2)C(=O)N1CC3	0	-8	2	10	1.2	-7	0.0	-1.6	x	2.3	-3
O=C(NC(=O)N1CCN(c2ccc([N+](=O)[O-])cn2)CC1)c1ccccc1F	x	x	x	-2	2.2	x	0.5	-0.7	9	-0.8	x
O=C(NCCc1ccccc1F)C1CC(O)CN1C(=O)Nc1ccccc1 (stereo unspecified)	-3	6	-2	-4	x	-11	0.2	x	x	-1.0	-3
CC(C)OCCCNc1nc2c(c(=O)n(Cc3ccccc3F)c(=O)n2C)n1C	-1	8	-2	-4	-2.5	-9	0.6	-1.5	27	-2.1	-8
COc1cc2nc(CN(C)Cc3ccc(F)cc3)[nH]c(=O)c2cc1OC	-1	14	-5	-12	3.4	-5	-1.1	1.3	-1	2.1	-6
Cc1oc(-c2ccccc2F)nc1CS(=O)CC(=O)NCc1ccc2c(c1)OCO2 (stereo unspecified)	3	-20	-3	9	1.3	0	-11	4.0	-3	3.1	3
Cc1ccc(NC(=O)COCC(=O)Nc2ccc(F)cc2)cc1	-5	5	-2	1	3.5	-2	-2.4	0.8	-1	1.3	-5
